# 5HT1a antag = blocks the human serotonin 5-HT1a receptor; 0.68% of 62,000 active; inhibition, % at 10 µM; AID 612; CHO 5-HT1a Ga15 NFAT-bla reporter, antagonist mode; P08908;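 active means inhibition above the mean of all tested compounds plus 3 SD, cut at about 43% in these data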;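 further: receptor stimulated by 5-CT agonist at 100 nM near EC80; beta-lactamase reporter measured by ratiometric fluorescence of a cleavable substrate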
# Target sequence (P08908 whole entry, looked up): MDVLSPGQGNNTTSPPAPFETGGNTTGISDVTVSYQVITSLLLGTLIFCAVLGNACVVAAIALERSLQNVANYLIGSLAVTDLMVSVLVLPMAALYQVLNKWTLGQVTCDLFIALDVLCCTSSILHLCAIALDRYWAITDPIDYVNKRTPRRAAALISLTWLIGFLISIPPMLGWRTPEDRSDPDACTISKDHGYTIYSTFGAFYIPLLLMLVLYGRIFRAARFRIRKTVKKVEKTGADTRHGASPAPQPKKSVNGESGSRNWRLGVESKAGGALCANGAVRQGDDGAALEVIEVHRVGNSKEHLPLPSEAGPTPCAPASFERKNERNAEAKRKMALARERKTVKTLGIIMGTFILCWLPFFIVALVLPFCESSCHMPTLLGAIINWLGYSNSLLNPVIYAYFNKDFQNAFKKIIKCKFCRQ
# HTR1E agonist = agonists of human 5-HT1E serotonin receptor; P28566; CHO 5-HT1E Ga15 NFAT-bla reporter, FRET; 0% DMSO wells, 100% control agonist wells; activation, % at 6 µM; 0.69% of 65,000 active; AID 574;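 active means activation above a set limit, the screen-wide mean activation plus 3 SD, cut at about 8.5% in these data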;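 further: 100% = positive control agonist at 1 µM giving full maximal response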
# Target sequence (P28566 whole entry, looked up): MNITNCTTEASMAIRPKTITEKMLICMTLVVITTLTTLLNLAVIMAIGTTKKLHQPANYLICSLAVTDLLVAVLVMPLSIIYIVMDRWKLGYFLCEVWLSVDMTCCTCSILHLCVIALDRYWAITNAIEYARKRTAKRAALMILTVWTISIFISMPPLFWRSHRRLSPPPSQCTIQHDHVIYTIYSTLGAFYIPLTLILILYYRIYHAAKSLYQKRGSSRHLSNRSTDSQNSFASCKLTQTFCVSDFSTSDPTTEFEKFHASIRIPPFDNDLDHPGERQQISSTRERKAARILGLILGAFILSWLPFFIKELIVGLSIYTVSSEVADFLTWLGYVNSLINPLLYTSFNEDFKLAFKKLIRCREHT
# HTR1E antagonist = antagonists of human 5-HT1E serotonin receptor; P28566; CHO 5-HT1E Ga15 NFAT-bla reporter, FRET, antagonist; inhibition, % at 6 µM; 0.99% of 65,000 active; AID 571;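 active means inhibition above a set limit, the mean inhibition across every tested compound plus 3 SD, cut at about 29% in these data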;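 further: signal is the 460 over 535 nm emission ratio of beta-lactamase substrate; 0% = agonist plus DMSO wells and 100% = wells without agonist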
# SF-1 act = activates the human nuclear receptor SF-1 | AID 522 | activation, % at 10 µM | CHO-K1 Gal4-SF-1 LBD luciferase reporter; % increase over DMSO SF-1-specific signal | Q13285 | 1.9% of 65,000 active;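 active means activation above the mean activation of all tested compounds plus 3 SD, cut at about 50% in these data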
#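 Assay system – CHO-K1 cells with Gal4–hSF-1 LBD chimera plus Gal4-driven luciferase · Quantity – 4,000 cells per well · Times – compound added 1 h post-seeding, 20 h exposure at 37 °C, 5% CO2 · Measured by – luciferase light emission · Benchmarks – DMSO and mock-transfected background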
# MMP13 inh = MMP13 (human) collagenase inhibition; P45452; MMP-13 fTHP FRET cleavage, Mca fluorescence; inhibition, % at 4 µM; 0.07% of 65,000 active;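 active means inhibition above the mean of compound-free control plate wells plus 3 SD, cut at about 14% in these data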;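 further: 0% = DMSO wells and 100% = wells with reference MMP-13 inhibitor after basal subtraction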
# NADH enzymes = inhibitors of enzymes used to reach an NAD/NADH endpoint. coupled PK/LDH NADH assays, four targets. IC50, µM (doses to about 10 µM), for the others: at the highest dose inhibition. 0.02% of 65,000 active. AID 774;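 active means single-dose screening hits from any of four coupled enzyme assays that gave an IC50 when retested across doses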;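 further: the DPM-DC format reads NADH fluorescence rather than 340 nm absorbance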
# 5HT1a ag = activates the human 5-HT1a serotonin receptor; activation, % at 10 µM; P08908; CHO 5-HT1a Ga15 NFAT-bla reporter, FRET ratio; 0% basal, 100% maximal reference agonist; 0.56% of 65,000 active;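 active means activation above the screen-wide mean activation plus 3 SD, cut at about 19% in these data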;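 further: 0% = DMSO wells and 100% = 5-CT at EC100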
# Ecoli tolC = blocks growth of E. coli BW25113 tolC mutant. OD615. growth inhibition, % at 10 µM (by protocol). 2.2% of 65,000 active. AID 573;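 active means growth inhibition at or above a cutoff equal to the mean over every tested compound plus 3 SD, cut at about 60% in these data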;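 further: growth measured after 20 h incubation at 37 °C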
#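 Material: E. coli BW25113 ΔtolC::kan, tolC deletion mutant strain. Measure: percent growth inhibition. Schedule: 37 °C, 20 h exposure. Doses: single-point testing at 10 µM. Signal: A615 absorbance measurement. Buffer or medium: kanamycin-containing LB broth (50 µg/mL).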
# RORA act = activates the human nuclear receptor RORA | CHO-K1 Gal4-RORA LBD luciferase reporter, luminescence; percent increase over mock-subtracted basal signal | activation, % at 10 µM | 1.5% of 65,000 active | AID 560;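 active means activation above the mean of all tested compounds plus 3 SD, cut at about 49% in these data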;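 further: 0% = DMSO-treated RORA cells and 100% = added signal equal to DMSO minus mock-transfected cells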
# The depositor's hits bear a star; [ ] = remark or other dose.
# Keys: A = 5HT1a antag; B = HTR1E agonist; C = HTR1E antagonist; D = SF-1 act; E = MMP13 inh; F = NADH enzymes; G = 5HT1a ag; H = Ecoli tolC; I = RORA act
1: CC1(C(=O)O)CCC(C(=O)Nc2ccccc2)C1(C)C (centres undefined)
  A: 4	B: -1.0	C: -2	D: -10	E: 1	F: 3%	G: 0.6	H: -26	I: -1

2: CN1C(=S)SC(C)(NO)C1(C)C (centres undefined)
  A: 6	B: -0.9	C: -4	D: 5	E: 10	F: 3%	G: -4.0	H: -28	I: -21

3: Cc1cc(C(F)F)n2nc(C(=O)O)nc2n1
  A: 3	B: -1.1	C: 1	D: -4	E: 0	F: 6%	G: 1.8	H: -23	I: 6

4: CN(c1ccc(C(=O)NCc2ccncc2)cc1)S(C)(=O)=O
  A: -6	B: 0.2	C: -1	D: 4	E: -2	F: 4%	G: -1.2	H: -16	I: -13

5: CSc1nc2cc(S(=O)(=O)N3CCOCC3)ccc2s1
  A: -5	B: 0.0	C: -4	D: -12	E: 3	F: 2%	G: -0.1	H: 5	I: 0

6: COc1ccccc1CC(=O)N1CCN(c2cccc(C(F)(F)F)c2)CC1
  A: 2	B: 0.4	C: 4	D: -48	E: 4	F: 10%	G: 2.2	H: 12	I: -42

7: CCOC(=O)c1cc2c(=O)n3ccccc3nc2n(Cc2ccc(Cl)cc2)c1=N
  A: -7	B: 0.6	C: 0	D: -18	E: -29	F: 3%	G: 0.2	H: 34	I: -13

8: COc1cc(NC(=O)C2CC(c3cccc(OC)c3OC)=NO2)cc(OC)c1OC (centres undefined)
  A: 0	B: 2.0	C: 3	D: 9	E: -1	F: 2%	G: -1.7	H: 11	I: 7

9: CCN(CC)c1ccc(CN(C(=O)c2cc(OC)c(OC)c(OC)c2)C2CCS(=O)(=O)C2)cc1 (centres undefined)
  A: 3	B: -0.9	C: 0	D: 0	E: -2	F: 5%	G: 3.0	H: 6	I: -7

10: C=CCn1sc(=N)c(C#N)c1N
  A: 1	B: 0.3	C: 0	D: 21	E: 2	F: 7%	G: -4.7	H: -15	I: 4

# Looked up above.
# no. 9 in HTR1E agonist reads -0.9
# no. 10 in 5HT1a ag reads -4.7

# (more compounds)
# Keys: A = 5HT1a antag; B = HTR1E agonist; C = HTR1E antagonist; D = SF-1 act; E = MMP13 inh; F = NADH enzymes; G = 5HT1a ag; H = Ecoli tolC; I = RORA act
11: CC(C)c1nc(SCc2c(F)cccc2Cl)c2c(=O)n(C)c(=O)n(C)c2n1
  A: -9	B: 1.4	C: -4	D: -12	E: -11	F: 3%	G: -1.1	H: 17	I: -8

12: COC(=O)C1CCN(C(=O)N2CCOCC2)CC1
  A: -3	B: -0.7	C: -2	D: -6	E: 1	F: 6%	G: -2.2	H: -12	I: -20

13: Nc1nsc2ccccc12
  A: 73*	B: -1.6	C: 25	D: -58	E: -30	F: 6%	G: -5.8	H: -19	I: -42

14: CC(C)N(CCc1ccncc1)C(=O)Nc1ccc(Cl)c(Cl)c1
  A: 18	B: -0.1	C: 18	D: -16	E: -7	F: 5%	G: -1.0	H: 35	I: -4

15: Cn1ccnc1SCC(=O)Nc1ccc2c(c1)COC2=O
  A: -7	B: 0.0	C: 8	D: 40	E: -2	F: 7%	G: -1.2	H: 11	I: -9

16: CC(C)(C)NS(=O)(=O)c1ccc(CCC(=O)NCc2ccco2)cc1
  A: 18	B: -1.3	C: -2	D: 0	E: -2	F: 6%	G: -1.6	H: -9	I: -16

17: Cc1onc(-c2ccccc2)c1C(=O)Nc1ccc(S(=O)(=O)N2CCCCC2)cc1
  A: -6	B: 0.9	C: 18	D: 5	E: 2	F: 3%	G: -0.8	H: 33	I: -11

18: CC(=O)c1cccc(NC(=O)N2C3CCC2CC(O)(c2cccnc2)C3)c1 (centres undefined)
  A: -1	B: -0.9	C: 3	D: 6	E: 6	F: 2%	G: -1.1	H: -10	I: -4

19: NC(=O)COC(=O)CCCc1c[nH]c2ccccc12
  A: 12	B: 0.4	C: -6	D: -12	E: -2	F: 4%	G: -1.2	H: -13	I: -10

20: CC(C)C[C@H](NC(=O)Nc1cccc(C(F)(F)F)c1)C(=O)O
  A: -10	B: 0.8	C: -3	D: -1	E: 2	F: 1%	G: -2.5	H: -10	I: -11

# Keys: A = 5HT1a antag; B = HTR1E agonist; C = HTR1E antagonist; D = SF-1 act; E = MMP13 inh; F = NADH enzymes; G = 5HT1a ag; H = Ecoli tolC; I = RORA act
21: COc1ccc(OC)c(NC(=O)Cn2cc(C#N)c3ccccc32)c1
  A: 20	B: -0.3	C: 7	D: 2	E: 3	F: 3%	G: 0.5	H: 2	I: -14

22: CCn1c(=O)c2c(nc3n2CC(C)CN3CCc2ccccc2)n(C)c1=O (centres undefined)
  A: -10	B: 1.1	C: -5	D: 4	E: 5	F: 1%	G: 3.2	H: 20	I: -14

23: CCOc1ccc2c(c1)c1nnc(SCC(=O)N3CCCCC3C)nc1n2C (centres undefined)
  A: 1	B: -0.1	C: 7	D: -12	E: 4	F: 10%	G: -0.4	H: 21	I: -2

24: CCOC(=O)C1=C(c2ccccc2)OC(N)=C(C#N)C1c1ccco1 (centres undefined)
  A: 1	B: 0.3	C: -3	D: -16	E: 4	F: 5%	G: -1.4	H: -5	I: -13

25: O=C(CSc1nnnn1-c1ccccc1)N1CCN(C(=O)c2ccco2)CC1
  A: -18	B: 0.1	C: -11	D: -10	E: 5	F: 9%	G: 1.0	H: -6	I: -4

26: CC(C)OC(=O)CSc1nnc(-c2cnccn2)n1C
  A: 1	B: 0.4	C: -1	D: 13	E: -4	F: 0%	G: -1.2	H: -31	I: 12

27: CCOC(=O)N1CCN(c2cc(=O)n(-c3ccccc3Cl)c(=O)[nH]2)CC1
  A: 1	B: 0.3	C: -5	D: 3	E: 5	F: 1%	G: -1.4	H: -17	I: -7

28: Cc1nnc(NC(=O)c2ccc(C)c(S(=O)(=O)N3CCCCCC3)c2)s1
  A: -6	B: 0.2	C: 0	D: -5	E: -2	F: 7%	G: -2.0	H: 0	I: 11

29: CCOC(=O)C(C)Sc1nc2c([nH]c3ccccc32)c(=O)n1C (centres undefined)
  A: 12	B: 0.8	C: 18	D: 0	E: 2	F: 2%	G: 2.1	H: 11	I: 8

30: O=C(c1ccc(S(=O)(=O)N2CCCC2)cc1)N1CCN(Cc2ccc3c(c2)OCO3)CC1
  A: -7	B: 0.4	C: -3	D: 3	E: 4	F: 7%	G: -1.9	H: -2	I: -14

# Limited to MMP13 inh, for some of the entries so far:
no.	Compound	MMP13 inh
22	CCn1c(=O)c2c(nc3n2CC(C)CN3CCc2ccccc2)n(C)c1=O (centres undefined)	5
1	CC1(C(=O)O)CCC(C(=O)Nc2ccccc2)C1(C)C (centres undefined)	1
23	CCOc1ccc2c(c1)c1nnc(SCC(=O)N3CCCCC3C)nc1n2C (centres undefined)	4
13	Nc1nsc2ccccc12	-30
12	COC(=O)C1CCN(C(=O)N2CCOCC2)CC1	1
20	CC(C)C[C@H](NC(=O)Nc1cccc(C(F)(F)F)c1)C(=O)O	2
28	Cc1nnc(NC(=O)c2ccc(C)c(S(=O)(=O)N3CCCCCC3)c2)s1	-2

# New compounds follow:
# Keys: A = 5HT1a antag; B = HTR1E agonist; C = HTR1E antagonist; D = SF-1 act; E = MMP13 inh; F = NADH enzymes; G = 5HT1a ag; H = Ecoli tolC; I = RORA act
31: CCOc1ccc(-c2nc(C#N)c(NC3CC3)o2)cc1
  A: -1	B: -0.2	C: -3	D: 9	E: -90[fluorescence artefact?]	F: 15%[fluoresces]	G: -1.4	H: 4	I: 63*

32: O=C(Nc1cccc(-c2nnc(-c3ccccc3)o2)c1)C1CCCO1 (centres undefined)
  A: -10	B: 0.7	C: 9	D: 66*	E: -4	F: 5%	G: 0.1	H: 23	I: 61*

33: CCN(CC)CCCN(Cc1cc2cc(OC)ccc2[nH]c1=O)C(=O)Nc1ccc(F)cc1
  A: -4	B: 1.3	C: -1	D: -8	E: -14	F: 9%	G: 0.4	H: -21	I: -9

34: CN1CCCCc2c1nc1ccccc1c2N (tested in a mixture with another compound)
  A: 4	B: 0.1	C: -2	D: 2	E: -2	F: 9%	G: -0.2	H: 1	I: -13

35: CCOC(=O)Cc1csc(NC(=O)CSc2nnc(-c3ccc(OC)cc3)n2C)n1
  A: -8	B: -0.4	C: -1	D: 5	E: -3	F: 1%	G: -2.0	H: -12	I: 6

36: CCOC(=O)CNC(=O)CSc1ncnc2c1cnn2-c1ccc(Cl)cc1
  A: 2	B: -0.3	C: -1	D: -27	E: -1	F: 9%	G: -3.0	H: 6	I: -11

37: O=C(CC1CCCCC1)OCn1nnc2ccccc2c1=O
  A: 2	B: -0.4	C: 0	D: -3	E: 3	F: 2%	G: -1.1	H: 8	I: 14

38: COc1ccc(C)cc1NC(=O)CN1CCN(S(=O)(=O)c2ccc(C(C)C)cc2)CC1
  A: -11	B: -0.4	C: -1	D: 16	E: 0	F: 4%	G: -2.2	H: 14	I: -25

39: COc1ccc(S(=O)(=O)N2CCN(c3c(C)cccc3C)CC2)cc1OC
  A: 18	B: 0.0	C: 7	D: 13	E: 10	F: 2%	G: -0.2	H: 34	I: 5

40: CCOCCn1c(CN2CCCC(C)C2)nc2c1c(=O)n(C)c(=O)n2C (centres undefined)
  A: 4	B: 0.1	C: 0	D: 10	E: 4	F: 3%	G: -2.7	H: -13	I: 6

# Keys: A = 5HT1a antag; B = HTR1E agonist; C = HTR1E antagonist; D = SF-1 act; E = MMP13 inh; F = NADH enzymes; G = 5HT1a ag; H = Ecoli tolC; I = RORA act
41: CN1CCN(C(=O)N2c3ccccc3C=Cc3ccccc32)CC1
  A: 8	B: -1.1	C: 1	D: 4	E: 2	F: 0%	G: 0.4	H: -7	I: 8

42: CCc1ccc(OC)c(S(=O)(=O)NCCOc2ccccc2)c1
  A: -6	B: 0.6	C: 1	D: 0	E: -4	F: 1%	G: 1.1	H: 39	I: 11

43: NC(=O)C1(N2CCCCC2)CCN(C(=O)c2ccccc2)CC1
  A: -15	B: -0.5	C: 1	D: 13	E: 0	F: 2%	G: 2.2	H: 2	I: 8

44: COc1ccc(N2CCn3c2nc2c3c(=O)n(CCc3ccccc3)c(=O)n2C)cc1
  A: -10	B: -0.1	C: -3	D: -23	E: -1	F: 8%	G: -2.7	H: -22	I: -2

45: CCOC(=O)C1CCCN(C(=O)Cc2c(C(=O)O)[nH]c3ccccc23)C1 (centres undefined)
  A: 11	B: 0.4	C: -2	D: 5	E: 0	F: 2%	G: -1.1	H: -1	I: -10

46: O=C(NCCc1ccccc1)C1CCCN(S(=O)(=O)c2cccc3nsnc23)C1 (centres undefined)
  A: -1	B: 0.7	C: -5	D: -8	E: 3	F: 3%	G: 1.6	H: 0	I: -7

# Laid out differently: results already given.
10) C=CCn1sc(=N)c(C#N)c1N
28) Cc1nnc(NC(=O)c2ccc(C)c(S(=O)(=O)N3CCCCCC3)c2)s1
compound no.	10	28
5HT1a antag	1	-6
HTR1E agonist	0.3	0.2
HTR1E antagonist	0	0
SF-1 act	21	-5
MMP13 inh	2	-2
NADH enzymes	7%	7%
5HT1a ag	-4.7	-2.0
Ecoli tolC	-15	0
RORA act	4	11

# No enrichment for hits, and some 7.2% of all compounds hit somewhere here.
